Screens: PubChem BioAssay, several laboratories
FAS-TE inh: FAS thioesterase domain inhibitors, primary screen, biochemical, fluorescence intensity, uHTS | hit rate 0.67% among 360,000 | Fatty acid synthase (Homo sapiens), P49327 | inhibition, % at 15 µM | recombinant FAS-TE, OMFH fluorogenic substrate, fluorescence endpoint;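 active means compounds whose normalised, plate-corrected inhibition of enzyme fluorescence in the single-dose primary screen is 50% or more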;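 further: 0% = DMSO with enzyme and 100% = substrate without enzyme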
bovine MsrA act: bovine MsrA enzyme activators, primary screen, biochemical, absorbance, HTS. AID 602163, 2012. purified bovine MsrA, absorbance read-out. activation, % at 10.6 µM. hit rate 0.3% among 360,000. Methionine sulfoxide reductase A (Bos taurus); in the data active means activation above about 7.5%;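 further: 0% = vehicle and 100% = reference activator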
TbMetRS inhib: T. brucei MetRS inhibitors, primary screen, biochemical, luminescence; methionyl-tRNA synthetase (Trypanosoma brucei brucei); purified T. brucei MetRS, ATP depletion, Kinase-Glo luminescence; inhibition, % at 11.9 µM; hit rate 0.4% among 360,000;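 active means inhibition above a per-plate cutoff of the control wells' mean inhibition plus 3 SD, cut at about 5.5% in these data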;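 further: 0% = DMSO wells median and 100% = median of wells with control inhibitor compound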
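assay system = parasite MetRS enzyme | timing = 15 min preincubation, 2 h reaction, all 25 °C | evaluation = percent inhibition relative to median high and low control wells | medium = HEPES buffer containing pyrophosphatase, BSA, spermine, DTT | compound = single dose, 11.9 µM final nominal, 0.9% final DMSO | detection = Kinase-Glo luminescence, ATP depletion format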
NRP1-CendR mod: modulators of CendR peptide binding to NRP-1, primary screen, biochemical, fluorescence polarization, uHTS. inhibition, % at 25 µM. hit rate 0.85% among 360,000. Neuropilin-1 (Homo sapiens), O14786. FAM-RPARPAR peptide binding to NRP-1;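 active means inhibition or corrected inhibition above about 18%, plus a signal ratio from 0.5 to 1.5, limit read from the data, passing the limit was not always enough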; further: strong numbers were not always called active
Target sequence (O14786 whole entry, looked up): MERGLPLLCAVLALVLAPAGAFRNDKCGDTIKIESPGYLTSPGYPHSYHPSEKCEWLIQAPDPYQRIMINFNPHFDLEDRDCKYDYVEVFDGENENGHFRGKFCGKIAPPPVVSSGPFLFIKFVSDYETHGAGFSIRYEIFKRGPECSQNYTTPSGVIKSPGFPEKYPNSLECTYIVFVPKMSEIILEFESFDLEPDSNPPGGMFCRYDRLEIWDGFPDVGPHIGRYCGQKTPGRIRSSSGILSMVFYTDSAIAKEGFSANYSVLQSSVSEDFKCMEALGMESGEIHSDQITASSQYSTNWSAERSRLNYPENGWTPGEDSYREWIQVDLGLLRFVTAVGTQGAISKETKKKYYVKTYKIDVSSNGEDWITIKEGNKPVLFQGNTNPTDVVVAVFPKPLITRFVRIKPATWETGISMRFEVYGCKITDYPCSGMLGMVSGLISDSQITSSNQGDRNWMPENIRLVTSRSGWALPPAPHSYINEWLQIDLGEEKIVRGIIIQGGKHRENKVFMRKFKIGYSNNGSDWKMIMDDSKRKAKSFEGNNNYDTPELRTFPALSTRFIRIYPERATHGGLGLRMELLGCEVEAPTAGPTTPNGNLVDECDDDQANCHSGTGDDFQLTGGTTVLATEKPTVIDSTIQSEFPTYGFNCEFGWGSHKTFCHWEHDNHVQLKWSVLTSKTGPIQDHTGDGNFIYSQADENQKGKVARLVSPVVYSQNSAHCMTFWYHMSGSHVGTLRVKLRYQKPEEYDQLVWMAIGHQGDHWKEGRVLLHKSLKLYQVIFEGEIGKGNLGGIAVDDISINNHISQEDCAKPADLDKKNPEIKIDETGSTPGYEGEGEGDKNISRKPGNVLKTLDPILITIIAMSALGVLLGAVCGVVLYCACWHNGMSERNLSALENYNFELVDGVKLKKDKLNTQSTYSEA
MsrA inh: bovine MsrA enzyme inhibitors, primary screen, biochemical, absorbance, HTS | inhibition, % at 15.5 µM | purified bovine MsrA, absorbance read-out | AID 651718, 2012 | hit rate 0.75% among 360,000 | Methionine sulfoxide reductase A (Bos taurus); in the data active means inhibition above about 4.5%;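 further: 0% = vehicle wells with enzyme and 100% = reference inhibitor wells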
MT1-MMP act inh: blockers of MT1-MMP proenzyme processing, primary screen, HT1080 RFP-PRO-GFP cells, GFP/RFP fluorescence | GFP/RFP ratio fluorescence, overnight; percent of plate control window, DMSO zero | AID 651647, 2012 | GFP/RFP ratio change, % at 20 µM | hit rate 0.061% among 360,000;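 active means GFP/RFP ratio change of at least 30% with cell ATP level not reduced by more than half and red fluorescence within 50% of control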; further: strong numbers were not always called active
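Assay system: HT1080 RFP-PRO-GFP cells | Dosing: 20 µM single dose, 1% DMSO | Incubation: Cells overnight before dosing, compound overnight, 37 °C, 5% CO2 | Evaluation: GFP/RFP fluorescence ratio | Control set: DMSO-only wells and HT1080 RFP-L50D-GFP cell wells as references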
SKN-1 block: suppressors of acrylamide-induced Pgst-4::GFP reporter in worms, primary screen, SKN-1 inhibitor project, whole organism, uHTS, GFP/RFP fluorescence ratio, strain VP596 | C. elegans VP596 Pgst-4::GFP/RFP ratio, 24 h | inhibition, % at 21.8 µM | hit rate 0.49% among 360,000 | AID 624304, 2012;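 active means interference check ratio from 0.5 to 1.5 plus GFP to RFP signal ratio inhibition reaching or exceeding a fixed threshold, cut at about 30% in these data, passing the limit was not always enough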; further: some compounds called inactive have numbers as strong as hits
PABP1 MLLE inh: inhibitors of PABP1 MLLE–PAM2 peptide binding, primary screen, biochemical, fluorescence polarization, FITC-PAM2, GST-MLLE. Polyadenylate-binding protein 1 (Homo sapiens), P11940. inhibition, % at 20 µM. hit rate 0.36% among 360,000. AID 588489, 2011; in the data active means inhibition above about 35%, passing the limit was not always enough;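 further: plate controls were DMSO wells with GST-MLLE for no effect and wells lacking GST-MLLE protein for full effect; some results filed as inactive read as strong as hits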
E coli Lon inh: inhibitors of E. coli Lon protease, primary screen, biochemical, fluorescence polarization; purified E. coli Lon protease; inhibition, % at 7.94 µM; hit rate 0.42% among 360,000; AID 602123, 2011; in the data active means inhibition above about 13%, passing the limit was not always enough;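 further: 0% = enzyme with probe and DMSO and 100% = no enzyme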
An asterisk follows results filed as active.

Results follow in this order: FAS-TE inh, bovine MsrA act, TbMetRS inhib, NRP1-CendR mod, MsrA inh, MT1-MMP act inh, SKN-1 block, PABP1 MLLE inh, E coli Lon inh
1	CCOC(=O)N1CCN(C(=O)c2ccc(CS(=O)(=O)c3c(Cl)cccc3Cl)o2)CC1
    -5, -5, -0.7, 9, 1.5, -3, -7, 9, 1
2	O=C(COc1ncnc2ccc(Br)cc12)Nc1ccc(N2CCOCC2)cc1
    -5, 1, 0.7, 7, 0.1, 2, -28, -13, -4
3	O=C(CSCc1ccco1)NC1CCCC1
    -12, -2, -0.1, -5, -1.6, -1, 3, 35, -2
4	O=C(NCCc1c[nH]c2ccccc12)/C(=C\c1cccnc1)NC(=O)c1ccccc1Br
    -1, -4, 0.6, 2, -0.7, 1, -2, 3, -6
5	CCOc1ccc2nc(NC(=O)C3CCN(S(=O)(=O)c4cnc[nH]4)CC3)sc2c1
    -15, -2, 1.4, -5, -0.3, -1, 2, -6, 3
6	Cc1ccc(CS(=O)Cc2ccc(C(=O)NC3CCCCC3)o2)cc1 (stereo not given)
    -1, -12, -1.0, 14, 0.6, 1, -3, 3, -7
7	COc1ccc(NC(=O)c2cc(-c3cc(F)ccc3OC(C)C)n[nH]2)c(OC)c1
    21, -3, -0.1, 2, -0.1, -10, 3, 1, 5
8	CCOC(=O)N(C)C[C@H]1OCc2cn(nn2)CCCC(=O)N([C@H](C)CO)C[C@@H]1C
    -9, -3, -0.3, 3, -0.1, -2, 3, 10, -7
9	O=C(COc1ccccc1[N+](=O)[O-])N1CCC(Cc2ccccc2)CC1
    12, -6, -0.6, -6, 1.3, 0, 3, 2, -11
10	CCC(C(=O)OCC(=O)Nc1ccc(SC(F)F)cc1)c1ccccc1 (stereo not given)
    50, -1, 0.4, 14, 0.3, 5, 15, 23, -6
11	O=[N+]([O-])c1cccc(C=NN2CCCCCC2)c1
    18, -4, 0.2, 11, 0.9, 2, -16, -18, -15
12	COc1ccccc1NS(=O)(=O)c1ccc(C)c(NC(=O)c2c(C)noc2C)c1
    -3, -3, -0.3, 6, 0.8, 4, -6, -7, 8
13	CCc1ccc(Nc2cc(C)nc3nc(C)nn23)cc1
    -4, -5, 2.0, -3, 1.4, 6, -2, 7, 2
14	CC1CC(=O)C2=C(C1)Nc1ccccc1N=C2 (stereo not given)
    -6, -6, -0.8, -3, -0.1, 0, -22, -1, 11
15	COc1ccc(CNC(=O)Cc2ccc(OC)c(S(=O)(=O)N3CCOCC3)c2)cc1
    -1, -1, -0.6, 8, -1.6, -4, 4, 14, -6
16	CCOC(=O)C1CCCCN1C(=O)/C(=C/c1ccc(OC)cc1)c1ccc(OC)c(OC)c1 (stereo not given)
    2, -2, 0.1, 1, -0.1, 4, 9, 4, 2
17	COc1ccc(N(C)S(=O)(=O)c2cccc(C(=O)Nc3cc(OC)ccc3OC)c2)cc1
    24, -1, -0.1, -7, 1.6, -1, 7, 0, 7
18	Cc1cccc(NC(=O)CSCC(=O)Nc2ccc(N3CCOCC3)cc2N2CCOCC2)c1
    -5, -1, 0.3, 7, 1.0, -1, 0, 19, -2
19	COc1ccc(C(=O)C2CCCN(C(=O)c3cc4nc(C)cc(C)n4n3)C2)cc1F (stereo not given)
    -4, 0, 0.6, 8, 1.1, -7, -1, -2, 1
20	Cn1nnc(NC(=S)NC(=O)c2ccccc2)n1
    -3, -1, -0.2, 6, -0.9, -1, 6, 26, -5
21	Cc1cc(O)ccc1Nc1cc(-c2cccc(N)c2)ncn1
    -2, 1, -0.2, 3, -0.4, 3, -6, 11, -6
22	O=C(Nc1cccc2ccccc12)NC1Cc2ccccc2C1
    2, -2, 0.2, 8, -0.3, -3, 7, 2, 7
23	CCOC(=O)C1C(=O)OC(C)(C)C1C(C)C(=O)c1ccc(C)cc1 (stereo not given)
    -5, 4, -0.2, -13, 0.5, -9, 7, 3, -7
24	CC(C)c1ccc(OCC(=O)Nc2cccc3c2CCCC3)cc1
    32, -3, -0.5, -1, 0.7, -1, -1, -11, -3
25	CCCc1nc2ccccc2c(C(=O)OCC(=O)N2CCc3ccccc32)c1CC
    35, -1, 0.2, -14, -0.7, 2, 8, 4, 13
26	O=C(CN1CCCCC1)N1CCN(S(=O)(=O)c2ccccc2)C1
    -10, -4, 0.0, -4, 0.5, 5, 0, -12, -11
27	C/C(Cl)=C\Cn1c(N2CCCCCC2)nc2c1c(=O)n(C)c(=O)n2C
    -4, -10, -1.3, -1, 2.1, 0, 1, -9, -7

Some of the entries above, set out differently:
(26) O=C(CN1CCCCC1)N1CCN(S(=O)(=O)c2ccccc2)C1
(23) CCOC(=O)C1C(=O)OC(C)(C)C1C(C)C(=O)c1ccc(C)cc1 (stereo not given)

Screen / compound no. | 26 | 23
FAS-TE inh | -10 | -5
bovine MsrA act | -4 | 4
TbMetRS inhib | 0.0 | -0.2
NRP1-CendR mod | -4 | -13
MsrA inh | 0.5 | 0.5
MT1-MMP act inh | 5 | -9
SKN-1 block | 0 | 7
PABP1 MLLE inh | -12 | 3
E coli Lon inh | -11 | -7

Ordered by the number under NRP1-CendR mod (ascending): some entries from above
nr	compound	NRP1-CendR mod
25	CCCc1nc2ccccc2c(C(=O)OCC(=O)N2CCc3ccccc32)c1CC	-14
17	COc1ccc(N(C)S(=O)(=O)c2cccc(C(=O)Nc3cc(OC)ccc3OC)c2)cc1	-7
27	C/C(Cl)=C\Cn1c(N2CCCCCC2)nc2c1c(=O)n(C)c(=O)n2C	-1
16	CCOC(=O)C1CCCCN1C(=O)/C(=C/c1ccc(OC)cc1)c1ccc(OC)c(OC)c1 (stereo not given)	1
19	COc1ccc(C(=O)C2CCCN(C(=O)c3cc4nc(C)cc(C)n4n3)C2)cc1F (stereo not given)	8
